# SIAE primary – human SIAE inhibitors, primary screen, biochemical, fluorescence polarization, FP-Rh probe, 1536-well HTS; Sialate O-acetylesterase (Homo sapiens), Q9HAT2; actives 0.69% (n = 370,000); SIAE FP-Rh probe binding; inhibition, % at 9.66 µM;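 active means inhibition above a cutoff: mean of compounds within the control limits plus 3 SD of those, cut at about 17% in these data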;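 further: 0% = plate median of compound wells and 100% = probe without SIAE protein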
# Target sequence (Q9HAT2 whole entry, looked up): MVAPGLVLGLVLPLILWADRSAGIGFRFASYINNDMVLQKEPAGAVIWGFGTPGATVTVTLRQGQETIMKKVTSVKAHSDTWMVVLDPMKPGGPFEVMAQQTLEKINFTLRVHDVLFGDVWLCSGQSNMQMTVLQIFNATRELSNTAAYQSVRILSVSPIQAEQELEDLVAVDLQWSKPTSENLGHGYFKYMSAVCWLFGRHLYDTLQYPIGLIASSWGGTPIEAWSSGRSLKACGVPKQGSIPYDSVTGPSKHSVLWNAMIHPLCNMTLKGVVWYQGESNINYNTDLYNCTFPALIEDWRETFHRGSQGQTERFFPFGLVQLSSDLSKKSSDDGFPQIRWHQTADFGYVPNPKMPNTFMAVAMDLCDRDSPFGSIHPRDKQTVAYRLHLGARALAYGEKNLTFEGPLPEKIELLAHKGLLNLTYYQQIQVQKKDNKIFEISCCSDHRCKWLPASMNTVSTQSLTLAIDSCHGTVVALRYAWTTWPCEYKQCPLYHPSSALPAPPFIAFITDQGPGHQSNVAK
# PG9 Ab binder – binders of HIV-1 gp120 antibody PG9, primary screen, biochemical, TR-FRET; inhibition, % at 6.7 µM; actives 0.43% (n = 360,000); HIV-1 gp120 / PG9 antibody interaction; TR-FRET gp120-PG9 antibody binding; AID 624416, 2012; in the data active means inhibition above about 8.5%
# LEDGF integ inh – blockers of LEDGF/p75-dependent integrase strand transfer – biochemical, TR-FRET, high throughput, primary screen | actives 0.64% (n = 370,000) | inhibition, % at 3.7 µM | TR-FRET IN-LEDGF/p75 DNA integration, Eu/Cy5;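 active means inhibition above the screen-wide mean plus 3 SD, cut at about 13% in these data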;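 further: signal is the Cy5 over europium emission ratio at 671 and 618 nm; 0% = plate median of compound wells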
# TDP2 inh – human TDP2 enzyme inhibitors, primary screen, biochemical, epi absorbance, recombinant enzyme; inhibition, % at 12.8 µM; actives 0.34% (n = 370,000); Tyrosyl-DNA phosphodiesterase 2 (Homo sapiens), O95551; T5PNP hydrolysis, p-nitrophenol absorbance 415 nm;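 active means inhibition above the mean of all tested compounds plus 3 SD, set per campaign, cut at about 25% in these data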;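 further: 0% = DMSO with enzyme and 100% = buffer with substrate but no TDP2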
#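 Evaluation: % inhibition relative to enzyme-containing and enzyme-free wells. Material: recombinant human TDP2. Benchmarks: enzyme-free and DMSO wells. Timing: enzyme reaction with compound for 2 h at 37 °C. Compound dosing: 12.8 µM only. Measured by: p-Nitrophenol epi absorbance. Reagent: T5PNP substrate at 5 mM, a TopII-DNA adduct mimic. Replication: single well per compound.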
# NR1D1 modulator – modulators of Rev-erb alpha DNA binding, primary screen, biochemical, FITC-DNA, fluorescence polarization, uHTS; Rev-erbα–FITC-DNA binding, 90 min; activity, % at 10 µM; Nuclear receptor subfamily 1 group D member 1 (Homo sapiens), P20393; actives 0.79% (n = 370,000);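 active means activity above about 14%, limit read from the data; passing the limit was not always enough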;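 further: 0% = DMSO wells with 35 nM protein and 100% = DMSO wells with 750 nM protein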
# HTRA1 inh – HTRA1 serine protease inhibitors, primary screen, biochemical, fluorescence polarization, HTS; inhibition, % at 5.96 µM; actives 0.5% (n = 340,000); recombinant HTRA1, FP-rhodamine activity-based probe; Q92743; in the data active means inhibition above about 36%;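 further: 0% = enzyme with DMSO and 100% = wells lacking enzyme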
# PRMT1 inh – PRMT1 methyltransferase inhibitors, primary screen, biochemical, fluorescence polarization. recombinant PRMT1, activity-based probe fluorescence polarization. inhibition, % at 2.79 µM. actives 1.3% (n = 370,000). Protein arginine N-methyltransferase 1 (Homo sapiens), Q99873;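 active means inhibition above about 21% made by adding two undisclosed values, limit read from the data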
# Target sequence (Q99873 whole entry, looked up): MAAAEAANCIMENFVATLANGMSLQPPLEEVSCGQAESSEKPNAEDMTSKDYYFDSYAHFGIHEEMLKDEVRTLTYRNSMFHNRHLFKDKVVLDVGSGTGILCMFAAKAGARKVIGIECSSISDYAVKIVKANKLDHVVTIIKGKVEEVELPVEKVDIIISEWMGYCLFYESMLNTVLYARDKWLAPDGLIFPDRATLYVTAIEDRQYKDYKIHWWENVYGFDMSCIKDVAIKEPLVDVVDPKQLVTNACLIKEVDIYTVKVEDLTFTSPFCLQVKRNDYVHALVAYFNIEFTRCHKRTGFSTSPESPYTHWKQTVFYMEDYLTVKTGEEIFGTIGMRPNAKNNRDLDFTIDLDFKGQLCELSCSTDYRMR
# rCAG RNA binder – binders of r(CAG) RNA repeats, primary screen, biochemical, fluorescence; r(CAG) RNA repeat, TO-PRO-1 dye displacement fluorescence; inhibition, % at 3 µM; actives 1.3% (n = 370,000); AID 651821, 2012;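 active means inhibition above the plate cutoff, the mean of all test compounds on that plate plus 3 SD, cut at about 35% in these data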;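 further: 0% = DMSO alone and 100% = 100 µM mitoxantrone as full dye displacement; higher means more dye released from RNA so lower well fluorescence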
# ABHD4 inh – ABHD4 inhibitors, primary screen, biochemical, fluorescence polarization, mouse. inhibition, % at 8.92 µM. purified mABHD4, FP-Rh probe fluorescence polarization. actives 0.54% (n = 370,000). (Lyso)-N-acylphosphatidylethanolamine lipase (Mus musculus), Q8VD66;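 active means inhibition exceeding the mean over every tested compound plus 3 SD, cut at about 30% in these data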;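 further: 0% = plate median of compound wells and 100% = S159A mutant with DMSO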
#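 system = mouse ABHD4 enzyme, wild type | medium = HEPES pH 7.0, NaCl, Pluronic buffer | also added = FP-Rh probe | incubation = Enzyme–compound pre-incubation 45 min, then probe 60 min, both 25 °C | technique = fluorescence polarization, excitation 525 nm, emission 598 nm, BODIPY TMR filters | controls = S159A mutant high control, sample median low control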
# TCR-CD3 inh – inhibitors of human TCR-CD3 interaction, primary screen, biochemical, fluorescence, TAMRA-labeled TCR probe; T-cell receptor (TCR); AID 651800, 2012; actives 0.37% (n = 360,000); inhibition, % at 9.4 µM; in the data active means inhibition above about 19%;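 further: recombinant mutant TCR 2C K166C tagged with TAMRA read by polarization; 0% = receptor in buffer alone and 100% = receptor with positive control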
# Active calls of the source: *; . = not tested or not shown. An excerpt (hit frequency here may not be typical).
SMILES,SIAE primary,PG9 Ab binder,LEDGF integ inh,TDP2 inh,NR1D1 modulator,HTRA1 inh,PRMT1 inh,rCAG RNA binder,ABHD4 inh,TCR-CD3 inh
CC(NC(=O)C(=O)N/N=C\c1cccc([N+](=O)[O-])c1)c1ccccc1 (configuration not stated),0,-2.3,-2,-8,4,4,-6,-7,2,-2
CCCCCN1C=CC(=C2C(=O)c3ccccc3C2=O)C=C1,-12,-3.0,7,-11,-4,-3,-3,1,-3,-3
CN(C)C(=O)COc1ccc2ccc(=O)oc2c1,-6,-1.2,1,-3,2,1,-1,3,3,0
COC(=O)c1cc(Br)c(=O)n(Cc2ccco2)c1,12,-0.2,1,6,-1,1,3,2,-1,5
Cc1noc(C)c1S(=O)(=O)N1CCCC(C(=O)N2CCN(C3CCCCC3)CC2)C1 (configuration not stated),-2,0.7,3,5,10,2,-4,-3,3,-7
Cc1cc2nc(-c3ccc(SCc4ccc(C#N)cc4)nc3)[nH]c2cc1C,8,-1.9,4,-9,-5,-15,11,11,-6,-1
C[C@@H]1CN([C@@H](C)CO)C(=O)CCCn2nncc2CO[C@H]1CN(C)Cc1ccc2c(c1)OCO2,3,0.1,2,-1,4,0,0,-1,4,2
Fc1ccc(Cn2ccc3ccc(-c4ccc5ccn(Cc6ccc(F)cc6F)c5c4)cc32)c(F)c1,1,.,8,-13,4,.,1,28,3,.
Cc1cc(C)c(OCC(=O)N/N=C/c2ccco2)c(C)c1,0,-0.1,-1,-7,1,1,-1,0,9,8
CCOC(=O)c1[nH]c2ccc(C)cc2c1N=C(C)N(C)C,2,1.2,-1,5,1,-4,2,-1,6,-3
O=C(NC1=NCCS1)C12CC3CC(C1)CC(C(=O)NC1=NCCS1)(C3)C2,-1,0.9,-1,-1,2,-5,-4,2,5,-2
CC(=O)c1cc(-c2ccccc2)n(CC(=O)NCc2ccccc2Cl)c1C,4,.,2,8,2,.,0,5,-6,.
COCCn1c(N)c(N(Cc2ccccc2)C(=O)C(C)Oc2ccc(Br)cc2)c(=O)[nH]c1=O (configuration not stated),6,0.1,0,1,1,6,0,1,-5,-4
S=c1[nH]c(-c2cccs2)cn1-c1ccccc1,6,2.2,2,8,6,-4,10,10,3,5
CC(C)CNC(=O)CCCc1ccccc1,0,-0.3,1,9,.,4,-2,-4,1,3
Cc1ccc(S(=O)(=O)N2CCC(=O)N([C@H](COCc3ccccc3)C(C)C)CC2)cc1,1,-1.0,-2,-1,5,.,0,-2,6,-7
Cc1ccc(NC(=O)C2CCN(S(=O)(=O)c3c(C)n[nH]c3C)CC2)nc1,9,-1.4,-1,-1,-3,2,0,-4,-2,5
CCCCC1(Br)C(=O)N(c2ccccc2)N(c2ccccc2)C1=O,-4,-0.9,0,-1,0,1,3,19,-2,-3
CC(C)(C)OC(=O)C[C@H]1C/C=C\C[C@@H](CC(=O)N(CCO)Cc2ccccc2)C(=O)N2CCC[C@H]2COC1=O,3,-0.4,5,2,4,13,-1,0,-7,-6
COc1ccc(OC)c(/C=N\NC(=O)c2ccc(-c3ccccc3)cc2)c1,-43,-2.0,3,17,-2,-60,-2,7,-5,-3
COc1cc(C(=O)NC(=S)NNC(=O)c2ccc3c(c2)OCO3)cc(OC)c1OC,-1,-0.2,-1,11,2,-1,-3,13,6,4
O=C(CNC(=O)c1cccc(-n2cnnn2)c1)Nc1ccc(F)c(F)c1,0,0.2,-3,-4,-2,0,-2,4,3,7
O=C(NCCc1nc2ccccc2[nH]1)Nc1ccccc1,0,-0.2,4,-2,3,-3,0,0,4,1
Cc1c(C2(O)CCCCC2)[nH]c2ccc(C#N)cc12,18*,2.6,2,5,5,-10,-2,0,1,1
CCN(CC)CCN(Cc1cc2cc3c(cc2[nH]c1=O)OCO3)C(=S)NCc1ccco1,0,-0.8,-3,8,-4,-3,-6,5,-2,2
SMILES,SIAE primary,PG9 Ab binder,LEDGF integ inh,TDP2 inh,NR1D1 modulator,HTRA1 inh,PRMT1 inh,rCAG RNA binder,ABHD4 inh,TCR-CD3 inh
COc1ccccc1CNC(=O)C(CCSC)NC(=O)C1CCC(C)CC1 (configuration not stated),6,0.1,3,2,-9,1,0,-10,9,4
OCc1n[nH]c(CO)n1,4,0.4,1,20,-1,8,0,0,2,1
Cn1c(SCC(=O)N/N=C/C=C\c2ccccc2[N+](=O)[O-])nc2ccccc21,2,0.9,-5,2,2,-6,1,-1,1,-8
CCCc1cc(C(=O)N(C2CCCCC2)C2CCCCC2)no1,3,0.5,1,4,10,-7,-2,-1,10,-1
CCCC(C)C(=O)Nc1nnc(C)s1 (configuration not stated),1,3.3,-4,4,-2,-1,2,-2,2,-1
CCC(C)NC(=O)CSc1ccc(Cl)cc1 (configuration not stated),6,1.9,3,6,2,5,0,-3,2,-5
CC(=O)c1ccc(OCc2cc(C(=O)N3CCN(C4CCCC4)C(=O)C3)no2)cc1,-4,-1.1,3,15,5,-2,2,-3,6,8
COCCN(Cc1ccco1)C(=O)Cn1ncc2c(=O)oc3ccccc3c21,0,-1.2,2,-4,-2,-3,-4,3,2,10
Cc1ccc(C(=O)CSc2nc3cccnc3n2C)cc1,-2,-0.9,0,8,-1,-3,3,2,-6,-3
CCOc1ccc(OCC(=O)Nc2c3c(nn2C(C)(C)C)CS(=O)(=O)C3)cc1,3,2.5,-1,12,1,1,3,-5,6,3
O=C(CSc1nc2ccccc2c(=O)n1CC1CCCO1)NCC1CCCO1 (configuration not stated),1,0.6,-6,4,5,-3,1,-3,-2,-3
Cc1ccc(C)c(S(=O)(=O)N2CCCOC2CNC(=O)C(=O)NCCc2ccco2)c1 (configuration not stated),7,-0.3,-2,11,-1,-3,-2,-3,-1,2
CCOc1ccc(S(=O)(=O)N2CCCCC2)cc1NC(=O)C1CSC2(C)CCC(=O)N12 (configuration not stated),10,1.3,-2,-1,-1,-10,-2,-3,2,4
COc1cccc(CNC(=S)NC2CC2)c1,4,0.1,1,20,0,0,1,5,-3,2
CN1CCN(C(=S)NCCc2ccccc2)CC1,1,-1.2,1,-4,-7,-2,1,-1,-7,3
Cn1c(SCC(=O)NC2CCCc3ccccc32)nnc1C1CC1 (configuration not stated),5,-0.2,-1,-5,-3,-1,2,-3,-6,-6
Clc1cccc(-c2nnc3n2CCCCC3)c1,6,2.2,0,14,3,3,-2,-1,4,1
NCC(O)COCCC12CC3CC(CC(C3)C1)C2 (configuration not stated),-5,0.4,0,-4,-1,3,-2,6,2,6
Cc1nnc(SCC(=O)N2CCN(C(=O)c3ccco3)CC2)n1C,2,-2.1,0,8,-4,5,1,-1,2,-6
CC(=O)N1c2ccc(S(=O)(=O)N3CCCC3C(=O)Nc3ccc(C)cc3)cc2CC1C (configuration not stated),1,-1.1,5,-2,-5,2,3,2,-1,7
CC(C)Cn1c(N)c(C(=O)CSc2ccc3c(c2)OCCO3)c(=O)n(C)c1=O,15,1.8,0,-1,-2,2,-2,-3,-1,-14
Cc1cccc(C)c1NC(=O)CSCC(=O)O,-1,-0.7,3,0,-5,4,3,5,0,1
C=CCNC(=O)c1ccc(N(CC=C)S(C)(=O)=O)cc1,-1,0.5,0,-3,0,-5,-1,7,-4,-7
Oc1ccc2c(c1)oc1cc(O)ccc12,1,3.3,0,1,1,3,-2,6,2,0
O=C(CSc1ccc(-c2ccc(Cl)cc2)nn1)Nc1ccc2c(c1)OCCO2,0,-1.2,-1,1,-3,-11,0,14,0,1
O=C(c1ccc(Br)cc1)N1CCN(S(=O)(=O)c2ccccc2)CC1,-3,-1.2,0,-6,-3,-6,-11,0,-1,3
CCOC(=O)c1cnc2c(cnn2C)c1NCCCN(C)C,3,-2.4,5,-9,3,-2,-4,-4,-2,2

# A draw from above in order of SMILES length, lowest first:
SMILES,SIAE primary,PG9 Ab binder,LEDGF integ inh,TDP2 inh,NR1D1 modulator,HTRA1 inh,PRMT1 inh,rCAG RNA binder,ABHD4 inh,TCR-CD3 inh
CC(C)CNC(=O)CCCc1ccccc1,0,-0.3,1,9,.,4,-2,-4,1,3
COc1cccc(CNC(=S)NC2CC2)c1,4,0.1,1,20,0,0,1,5,-3,2
Clc1cccc(-c2nnc3n2CCCCC3)c1,6,2.2,0,14,3,3,-2,-1,4,1
CN(C)C(=O)COc1ccc2ccc(=O)oc2c1,-6,-1.2,1,-3,2,1,-1,3,3,0
COC(=O)c1cc(Br)c(=O)n(Cc2ccco2)c1,12,-0.2,1,6,-1,1,3,2,-1,5
CCCc1cc(C(=O)N(C2CCCCC2)C2CCCCC2)no1,3,0.5,1,4,10,-7,-2,-1,10,-1
CCCCCN1C=CC(=C2C(=O)c3ccccc3C2=O)C=C1,-12,-3.0,7,-11,-4,-3,-3,1,-3,-3
COCCN(Cc1ccco1)C(=O)Cn1ncc2c(=O)oc3ccccc3c21,0,-1.2,2,-4,-2,-3,-4,3,2,10
CC(=O)c1cc(-c2ccccc2)n(CC(=O)NCc2ccccc2Cl)c1C,4,.,2,8,2,.,0,5,-6,.
COc1ccc(OC)c(/C=N\NC(=O)c2ccc(-c3ccccc3)cc2)c1,-43,-2.0,3,17,-2,-60,-2,7,-5,-3
CC(C)Cn1c(N)c(C(=O)CSc2ccc3c(c2)OCCO3)c(=O)n(C)c1=O,15,1.8,0,-1,-2,2,-2,-3,-1,-14
Fc1ccc(Cn2ccc3ccc(-c4ccc5ccn(Cc6ccc(F)cc6F)c5c4)cc32)c(F)c1,1,.,8,-13,4,.,1,28,3,.
C[C@@H]1CN([C@@H](C)CO)C(=O)CCCn2nncc2CO[C@H]1CN(C)Cc1ccc2c(c1)OCO2,3,0.1,2,-1,4,0,0,-1,4,2

# Looked up one by one from the entries so far, 2 records:
SMILES,SIAE primary,PG9 Ab binder,LEDGF integ inh,TDP2 inh,NR1D1 modulator,HTRA1 inh,PRMT1 inh,rCAG RNA binder,ABHD4 inh,TCR-CD3 inh
Cc1ccc(C)c(S(=O)(=O)N2CCCOC2CNC(=O)C(=O)NCCc2ccco2)c1 (configuration not stated),7,-0.3,-2,11,-1,-3,-2,-3,-1,2
OCc1n[nH]c(CO)n1,4,0.4,1,20,-1,8,0,0,2,1

# Source: PubChem BioAssay
